L3MBTL1 inh – blocks human L3MBTL1 | Q9Y468 | AlphaScreen L3MBTL1–H3K9me1 peptide binding | Potency, µM (highest dose often 57.1 µM), for inactives: at the top dose activity, negative = inhibition, usual class: inhibitors | 0.66% of 230,000 active | AID 485360; note: % is set by controls: 0 for no effect and ±100 for the full control effect; nearly all actives have a fitted effect of over 60% in size
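Read-out is AlphaScreen signal from streptavidin donor and nickel chelate acceptor beads (10 ug/mL final each) bridging L3MBTL1 (50 nM) and biotinylated K9-monomethylated H3(1-15) peptide (75 nM), after 30 min compound exposure at room temperature.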
KDM4E inh – blocks human JMJD2E demethylase activity. 1.6% of 230,000 active. JMJD2E catalytic domain, FDH-coupled NADH fluorescence (FDH is formaldehyde dehydrogenase). AID 2147. B2RXH2. Potency, µM (doses to about 57.1 µM), for the others: at the highest dose activity change, negative = inhibition, most hits filed as inhibitors; active = well fitted inhibition curve with a large enough effect, not every such curve was filed as active; inconclusive = small, poorly fitted or top-dose-only effect, or another doubt; inactive = no such curve, though single readings can be large or run the other way;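 note: 0% = wells with enzyme and -100% = buffer wells without enzyme; nearly all actives have a fitted effect of over 50% in size; many of its hits are not listed in these tables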
Target sequence (B2RXH2 1-337 limits assumed): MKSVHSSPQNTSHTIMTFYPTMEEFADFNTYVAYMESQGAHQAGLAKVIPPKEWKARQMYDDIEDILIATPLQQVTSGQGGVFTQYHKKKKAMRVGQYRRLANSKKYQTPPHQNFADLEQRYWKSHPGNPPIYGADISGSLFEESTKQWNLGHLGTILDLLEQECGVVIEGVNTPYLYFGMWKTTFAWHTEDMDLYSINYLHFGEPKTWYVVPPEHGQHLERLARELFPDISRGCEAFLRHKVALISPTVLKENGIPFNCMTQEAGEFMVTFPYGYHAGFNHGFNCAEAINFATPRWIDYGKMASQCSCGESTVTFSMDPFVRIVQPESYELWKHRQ
ALDH1A1 inh – ALDH1A1 (human) enzyme inhibition; Potency, µM (highest dose often 75.3 µM), inactives show at the highest dose activity, negative = inhibition, most hits filed as inhibitors; 7.3% of 220,000 active; P00352; Purified ALDH1A1, NADH fluorescence, propionaldehyde substrate; active = well fitted inhibition curve with a large enough effect, not every such curve was filed as active; inconclusive = small, poorly fitted or top-dose-only effect, or another doubt; inactive = no such curve, though single readings can be large or run the other way;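 note: plate controls were no enzyme wells and a reference inhibitor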
Target sequence (P00352 whole entry, looked up): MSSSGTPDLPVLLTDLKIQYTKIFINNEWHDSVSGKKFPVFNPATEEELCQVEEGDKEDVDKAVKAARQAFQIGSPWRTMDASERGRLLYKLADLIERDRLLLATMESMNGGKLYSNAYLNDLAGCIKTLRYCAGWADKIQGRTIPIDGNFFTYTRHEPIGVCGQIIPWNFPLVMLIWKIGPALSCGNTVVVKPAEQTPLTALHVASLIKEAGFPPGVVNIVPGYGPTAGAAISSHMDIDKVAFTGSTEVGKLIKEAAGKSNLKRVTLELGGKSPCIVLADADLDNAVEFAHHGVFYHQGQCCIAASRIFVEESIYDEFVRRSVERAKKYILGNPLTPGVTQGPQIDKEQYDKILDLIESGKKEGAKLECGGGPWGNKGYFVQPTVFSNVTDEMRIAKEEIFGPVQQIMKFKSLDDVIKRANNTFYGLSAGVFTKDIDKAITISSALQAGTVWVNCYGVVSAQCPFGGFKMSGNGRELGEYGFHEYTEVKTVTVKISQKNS
Tau fibril ThT – tau fibrillization inhibition (ThT binding); P10636; recombinant tau K18 P301L, heparin-induced fibrillization, ThT fluorescence; Potency, µM (top dose mostly 57.4 µM), without a hit: at the top dose activity, negative = inhibition, hits mostly inhibitors; 2.1% of 270,000 active; AID 1460; note: % is set by controls: 0 for no effect and ±100 for the full control effect; nearly all actives have a fitted effect of over 55% in size
Target sequence (P10636 561-689 P618L limits assumed): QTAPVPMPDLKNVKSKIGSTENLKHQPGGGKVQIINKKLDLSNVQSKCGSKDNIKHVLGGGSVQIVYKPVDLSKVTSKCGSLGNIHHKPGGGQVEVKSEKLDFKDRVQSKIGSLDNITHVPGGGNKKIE
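Fibril formation assay: tau K18 P301L at 15 uM with trace Alexa 594 label, heparin inducer 20 uM, pH 7 sodium acetate buffer, 37 C for 6 hr; endpoint ThT signal.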
SMN2 splice up – SMN2 splice variant enhancement; Potency, µM (top dose mostly 46.1 µM), for the others: top-dose activity change, positive = activation, actives largely listed as activators; AID 1458; HEK293 SMN2-luciferase splicing reporter, luminescence, 30-36 h; 2.8% of 210,000 active; note: % of control where 0% means no effect; nearly all actives have a fitted effect of over 55% in size
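HEK293 cells carry an SMN2 minigene-luciferase reporter in which exon 7 inclusion puts luciferase in frame. Cells were seeded at 2000 cells/well, attached for 10-12 hours, then exposed to compounds for 30-36 hours at 37C before ONE-Glo luminescence.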
Luc counter – Kinase-Glo luciferase inhibition (counter-screen); Q27757; Kinase-Glo luciferase, ATP luminescence, 8 min; Potency, µM (series often up to 38.3 µM), inactives show at the top dose activity change, negative = inhibition, actives largely listed as inhibitors; 0.28% of 200,000 active; note: % is set by controls: 0 for no effect and ±100 for the full control effect; nearly all actives have a fitted effect of over 60% in size
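Kinase-Glo luciferase light output from ATP and luciferin was measured with 10 uM ATP, within the enzyme's linear range. Buffer: 50 mM imidazole pH 7.2, 50 mM KCl, 7 mM MgCl2, 0.01% Tween 20, 0.05% BSA; luminescence read after 8 min at ambient temperature.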
Lamin A splicing – changes lamin A minigene splicing in HeLa cells; HeLa LMNA splicing GFP/RFP minigene ratio, 48 h; 0.01% of 200,000 active; Potency, µM (doses to about 46.1 µM), without a hit: at the top dose ratio change, negative = inhibition, hits mostly inhibitors; active = well fitted inhibition curve with a large enough effect in the signal ratio, with a control signal flat, not every such curve was filed as active; inconclusive = small, poorly fitted or top-dose-only effect, or effect the other way, or a change in a side signal; the % refers to the signal ratio; note: % is set by controls: 0 for no effect and ±100 for the full control effect
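S3 HeLa cells stably expressing lamin A-EGFP splicing minigene plus DsRed2, 600 cells/well, 48 h compound exposure at 37C. Laser-scanning cytometry; analysed as GFP (500-530 nm)/RFP (575-640 nm) total intensity ratio; 0.5% DMSO vehicle.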
RECQ1 helicase – RECQ1 (human) helicase inhibition; P46063; Potency, µM (titrated, usually from 57.3 µM), for the others: at the top dose activity, negative = inhibition, usual class: inhibitors; 0.54% of 240,000 active; RECQ1 DNA unwinding, red fluorescence kinetic read;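 note: plate controls were vehicle for no effect and no enzyme for full effect; nearly all actives have a fitted effect of over 30% in size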
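50 nM RECQ1T1 preincubated 15 min with compound in Tris pH 8.0 buffer with MgCl2, DTT, Tween-20 and 2.5 ug/ml poly(dI-dC); started with 200 nM TAMRA/BHQ-2 forked duplex and 2 mM ATP. Unwinding read as fluorescence (525/598 nm), two reads 2 h apart.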
The depositor's hits bear a star; i = inactive; u = inconclusive; x = not tested or not shown; [ ] = another dose, or the depositor's remark. Unless noted, calls come from the whole dose curve; as a rule, active = well fitted curve in the direction sought with a large enough effect; inconclusive = small, poorly fitted or top-dose-only effect, or another doubt; inactive = no such curve, though single readings can be large; an effect the other way counts as inactive or inconclusive. Potency is the fitted concentration of half-maximal effect. Only part of the results is shown; count on the stated rates, not on these rows.

Start of the data: the first 2 entries, ahead of the listing:
canonical_smiles	Lamin A splicing	KDM4E inh	Luc counter	SMN2 splice up	RECQ1 helicase	L3MBTL1 inh	Tau fibril ThT	ALDH1A1 inh
CCOC(=O)C(C)Oc1ccc2c(-c3cccc([N+](=O)[O-])c3)cc(=O)oc2c1 (stereo unspecified)	-13%	-8%	-1%	11%	-6%	-6%	-10%	u
Cc1cc(NC(=O)CCC(=O)N(c2ccccc2)C(C(=O)NC2CCCC2)c2ccncc2)no1 (stereo unspecified)	-6%	7%	1%	1%	i	0%	6%	3%

Main list, from the first entry:
canonical_smiles	Lamin A splicing	KDM4E inh	Luc counter	SMN2 splice up	RECQ1 helicase	L3MBTL1 inh	Tau fibril ThT	ALDH1A1 inh
CCOC(=O)C(C)Oc1ccc2c(-c3cccc([N+](=O)[O-])c3)cc(=O)oc2c1 (stereo unspecified)	-13%	-8%	-1%	11%	-6%	-6%	-10%	u
Cc1cc(NC(=O)CCC(=O)N(c2ccccc2)C(C(=O)NC2CCCC2)c2ccncc2)no1 (stereo unspecified)	-6%	7%	1%	1%	i	0%	6%	3%
Cc1ccc([N+](=O)[O-])c2cccnc12	10%	11%	1%	9%	-5%	-1%	-14%	-4%
Cc1nn(C)cc1NC(=O)CCSc1nc(-c2ccco2)cc(C(F)(F)F)n1	16%	-3%	-1%	-16%	-7%	4%	-7%	u
Cc1cccc(C)c1OCc1nnc2c3cnn(C)c3ncn12	9%	0%	-3%	-25%	3%	-2%	u	u
COc1cccc(NC2SC(=O)N(c3ccccc3)C2=O)c1 (stereo unspecified)	3%	0%	2%	u	-1%	3%	-11%	u
c1ccc2c(c1)CCN(Cc1nnnn1Cc1ccc3c(c1)OCO3)C2	-7%	-2%	-3%	0%	0%	8%	-7%	u
CN(C)CCNc1c(N)c(=O)oc2ccccc12	x	-7%	-1%	x	i	-14%	11%	-9%
Cc1nc2ccccc2n1-c1nc(-c2ccco2)cc(C(F)(F)F)n1	-9%	3%	6%	22%	0%	x	-8%	4%
O=C1CC(N2CCN(c3ccccc3Cl)CC2)C(=O)N1c1ccccc1 (stereo unspecified)	9%	-5%	3%	1%	i	-6%	-6%	25µM*
c1ccc(-n2nc3ccccc3n2)cc1	-6%	u	-6%	-21%	-2%	9%	-11%	5%
Cc1ccc2cc(C#N)c(SCc3nnc(-c4ccccc4[N+](=O)[O-])o3)nc2c1	-1%	u	0%	-27%	-11%	0%	u	-19%
O=C(c1cnn2c(C(F)(F)F)cc(-c3ccco3)nc12)N1CCCc2ccccc21	-3%	2%	-5%	2%	-9%	-3%	0%	7%
CCCCOC(=O)C1=C(C)Nc2ncnn2C1c1cc(OC)c(OC)cc1OC (stereo unspecified)	5%	-5%	x	x	-5%	-6%	u	u
COc1ccccc1OCCCC(=O)Nc1ccc([N+](=O)[O-])cc1Br	u	9%	1%	0%	-8%	-3%[11.4 µM]	u	-4%
CCc1ccc2ncc(S(=O)(=O)c3ccc(C)c(C)c3)c(N3CCCC3)c2c1	u	-1%	0%	-88%	4%	-6%	6%	12%
CC(C)(C)c1ccc(OCCOc2ccc(C(C)(C)C)cc2NC=O)c(NC=O)c1	x	-4%	x	x	-13%	-12%	u	-9%
COc1ccc(CNC(=O)[C@H]2C[C@@H]2[C@H](NP(=O)(c2ccccc2)c2ccccc2)c2ccccc2)cc1OC	x	7%	1%	7%	-5%	x	-9%	-12%
COCCNc1nc(=S)[nH]c2cc(OC)c(OC)cc12	u	2%	-7%	12%	-5%	0%	-11%	0%
CN(C)c1ccc(N/C=C/C(=O)C(C)(C)C)cc1	1%	7.1µM*	16%	-27%	-20%	x	16µM*	u
O=c1cc2c(nn1Cc1ccc(Cl)cc1)-c1ccccc1CC2	u	5%	-3%	-11%	-1%	x	-17%	u
CC1(C)Oc2ccc(/C=C/C(=O)N3CCOCC3)c(O)c2C(N2CCOCC2)C1O (stereo unspecified)	-6%	u	-2%	21%	-2%	2%	-4%	u
O=C(CCNS(=O)(=O)c1cccs1)NCc1ccccc1	1%	5%	-2%	0%	i	x	-4%	10%
COc1cc(OC)c(C2=Nc3ccc(Br)cc3C(c3ccccc3)N2CC(=O)NN)cc1OC (stereo unspecified)	x	0%	13%	-3%	-6%	x	-4%	7%
CCC(=O)Nc1ccc2c(c1)nc(CCN1CCN(c3ccccc3)CC1)n2C	x	-1%	x	x	-9%	9%	-14%	x
O=C(NCC1CCCO1)c1ccc2c(c1)C(=O)N(C1CCCCC1)C2=O (stereo unspecified)	-5%	1%	1%	-6%	i	x	-3%	8.9µM*
Oc1ccc2ccccc2c1CN1CCN(c2ccccc2F)CC1	-9%	u	7%	-9%	-8%	3%	u	u
COc1ccc2nc(NC(=O)c3ccoc3C)sc2c1	-4%	u	3.2µM*	2µM*	u	1%	-4%	u
Cc1[nH]c2ccc(F)cc2c1CCN(Cc1ccncc1)C(=S)Nc1cccc(F)c1	-10%[9.22 µM]	0%	6%	-89%[inhibitor]	-10%	x	-9%	8%
Cc1ccc2c(c1)N(CCC(=O)NCc1cccs1)C(=O)C(C)O2 (stereo unspecified)	6%	1%	-4%	2%	-6%	x	-3%	u
Cc1ccccc1C(=O)NC(=S)NCCc1ccccc1	8%	-1%	-1%	2%	-12%	12%	-14%	11µM*
CCOc1cccc(-c2nnc(SCC(=O)Nc3cccc(OC)c3)n2N)c1	6%	8%	x	x	i	4%	-15%	4%
O=C(COC(=O)Cc1ccc(Br)cc1)NCc1ccc(F)cc1	3%[46 µM]	-3%	1%	11%	i	3%[11.4 µM]	-5%	u
Cc1ccccc1N1CCN(S(=O)(=O)N(C)C)CC1	u	10%	1%	7%	5%	6%	0%	4%
O=C(Nc1ccccc1N1CCOCC1)C1(c2ccc(Cl)cc2)CCC1	u	-17%	-1%	-14%	-6%	15%	-7%	-10%
CC(C)(C)OC(=O)N1CCN(C(=O)Cn2cc(CCO)nn2)CC1	x	6%	x	x	-12%	16%	-1%	-3%
CN1CCC(=NNC(=O)C(=O)NC(C)(C)C)CC1	21%	56%[activator]	-1%	1%	-11%	x	0%	-6%
COc1ccccc1Cn1c(=O)[nH]c2cccnc21	3%	2%	1%	-14%	i	x	-19%	10%
O=C(NCc1ccc2c(c1)OCO2)C(c1ccco1)N(C(=O)c1csnn1)c1ccccc1 (stereo unspecified)	11%	4%	-6%	-10%	-2%	-4%	1%	-2%
Cc1ccccc1OCCNC(=O)CNC(=O)c1ccccc1O	2%	u	5%	14%	-1%	x	1%	u
O=c1c2ccccc2nc2n1C(CSc1ccccc1)CS2 (stereo unspecified)	u	-5%	-1%	-1%	i	-3%[11.4 µM]	-3%	-7%
CC(=O)N1CCc2cc(S(=O)(=O)NC(C(=O)NCc3ccccc3)C(C)C)ccc21 (stereo unspecified)	-8%	3%	3%	3%	-9%	0%	-7%	-1%
Cc1cc(C)c(OCC(=O)Nc2nnc(-c3ccco3)o2)c(C)c1	u	3%	-2%	7%	i	32%[activator]	-4%	0%
CCc1cc(/C(Cc2csc(C)n2)=N/O)c(O)cc1O	u	-6%	-3%	-63%[inhibitor]	-4%	x	-9%	-2%
Cc1ccc(-c2nc3cnccn3c2Nc2ccc3c(c2)OCCO3)o1	-2%	-22%	-4%	4%	-15%	-14%	-16%	13µM*
C=CCn1c(SCC(=O)c2ccc(CNC(C)=O)o2)nc2scc(C3CC3)c2c1=O	-7%	-5%	-1%	-13%	u	x	u	u
Cc1cc(/C=N/NC(N)=O)c(C)n1-c1ccc(F)cc1	20%[46 µM]	u	-1%	-28%	-1%	x	u	0%
COc1cc(C)c(NC(=O)C(=S)NCCc2ccccc2)cc1C	6%[46 µM]	-2%	-1%	-34%[inhibitor]	0%	-22%	u	u
CC(C)(C)c1ccc(OC(=O)c2cccnc2)cc1	-10%	-5%	-2%	12%	17%	-2%	9%	u
N#CCCN1CCN(CCC#N)CC1	8%	16%	0%	15%	i	x	-10%	16%
CC(C)OCCCNC(=O)CN1C(=O)/C(=C/c2ccccc2)Sc2ccccc21	u	u	-3%	-3%[1.84 µM]	-6%	-1%	-10%	u
COc1ccccc1CN1CCC2(CC1)CCN(C(C)=O)CC2	x	x	0%	1%	-8%	x	x	1%
NC(=O)CCn1nc(-c2ccccc2)c2ccccc2c1=O	24%	6%	-3%	13%	-6%	0%	-2%	-14%
Cc1cccc(OCC(=O)Nc2cccc3nsnc23)c1	5%	u	-3%	3%	-4%	x	-19%	u
CC(C)(C)n1nc2c(c1NC(=O)c1cc3ccccc3o1)CS(=O)(=O)C2	x	0%	-1%	-28%	-2%	x	-8%	-14%
N#Cc1c(C(F)(F)F)cc(-c2ccccc2)nc1SCc1nc(N)nc(N2CCOCC2)n1	-2%	9%	1%	32%	i	x	-1%	0%
CCOC(=O)N1CCN(c2c(NCCCN(CC)CC)c(=O)c2=O)CC1	3%	-2%	-3%	8%	i	x	0%	5%
CC1=NN(C(=O)c2ccccc2)C(O)(c2ccc(Br)cc2)C1 (stereo unspecified)	x	u	x	x	-10%	-8%	u	-2%
COc1ccc2[nH]c(=O)c(CN(Cc3nnnn3Cc3ccccc3)CC3CCCO3)cc2c1 (stereo unspecified)	-6%	u	1%	-17%	1%	-3%	-4%	u
O=c1cc(N2CCc3ccccc32)[nH]c(=O)n1-c1ccc(Cl)cc1	7%[9.22 µM]	0%	-4%	-48%	-2%	x	u	-1%
COc1ccc(-c2nnc(SCC(=O)Oc3ccc(C)cc3)o2)cc1	0%	-4%	0%	8%	2%	8%	-19%	-2%
Cc1cccc(N2C(=O)C(O)=C(C(=O)c3cccs3)C2c2ccc(C(C)C)cc2)n1 (stereo unspecified)	x	u	x	x	0%	-20%	-8%	x

Compound activity as filed in PubChem.
